High-throughput results from PubChem.
WRN helicase inh = inhibitors of human WRN helicase. WRN helicase unwinding, fluorescent forked duplex, kinetic. 0.46% of 360,000 active. Q14191. AID 651768. Potency, µM (series often up to 114 µM), inactives show top-dose activity change, negative = inhibition, usual class: inhibitors; also: potency is read from the fitted curve at half-maximal effect; % is scaled to controls: 0 for no effect and ±100 for the full control effect; nearly all actives have a fitted effect of over 55% in size
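Screening of the MLSMR collection measured strand separation of a quenched forked DNA duplex (100 nM) by 20 nM WRN with 2 mM ATP, all final. Compounds were preincubated with enzyme 15 min at room temperature.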
GLP1R inv ag = acts as inverse agonist at human GLP-1 receptor; P43220; HEK293 GLP-1R CRE-luciferase, luminescence, 24 h; GLP-1R form is constitutively active; Potency, µM (doses to about 38.3 µM), without a hit: at the top dose activity change, negative = inhibition, actives largely listed as inhibitors; 1.6% of 410,000 active; AID 624417; also: potency is read from the fitted curve at half-maximal effect; % is scaled to controls: 0 for no effect and ±100 for the full control effect; nearly all actives have a fitted effect of over 55% in size
Target sequence (P43220 whole entry, looked up): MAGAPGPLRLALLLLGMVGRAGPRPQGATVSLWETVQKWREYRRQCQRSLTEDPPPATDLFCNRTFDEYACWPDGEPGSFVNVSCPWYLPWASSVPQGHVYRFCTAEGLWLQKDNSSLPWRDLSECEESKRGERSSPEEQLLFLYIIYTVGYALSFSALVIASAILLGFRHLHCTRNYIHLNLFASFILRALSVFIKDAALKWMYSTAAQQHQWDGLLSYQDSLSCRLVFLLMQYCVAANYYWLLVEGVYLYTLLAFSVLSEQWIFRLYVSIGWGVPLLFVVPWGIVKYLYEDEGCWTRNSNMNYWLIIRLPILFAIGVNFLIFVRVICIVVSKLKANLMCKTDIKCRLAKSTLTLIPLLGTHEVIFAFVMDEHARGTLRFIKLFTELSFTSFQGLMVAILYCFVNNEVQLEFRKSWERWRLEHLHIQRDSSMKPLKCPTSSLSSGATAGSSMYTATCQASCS
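Stable HEK293 clone (constitutively active GLP-1R + cAMP-response luciferase); 200 cells/uL plated, 12 h pre-culture, compound 24 hr, 37 deg C/5% CO2; detection reagent 12 min RT; luminescence.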
D3 antag = blocks the human D3 dopamine receptor; P35462; 2.5% of 360,000 active; max response, negative = inhibition, %; AID 652054; D3R cells, DiscoveRx beta-arrestin luminescence, antagonist mode; stronger effect = lower value; in the data active = max response below about -50%; inconclusive = no clear call, values can overlap the other calls; also: % is scaled to controls: 0 for no effect and ±100 for the full control effect; mostly tested at two doses, the higher about 12 µM
Target sequence (P35462 whole entry, looked up): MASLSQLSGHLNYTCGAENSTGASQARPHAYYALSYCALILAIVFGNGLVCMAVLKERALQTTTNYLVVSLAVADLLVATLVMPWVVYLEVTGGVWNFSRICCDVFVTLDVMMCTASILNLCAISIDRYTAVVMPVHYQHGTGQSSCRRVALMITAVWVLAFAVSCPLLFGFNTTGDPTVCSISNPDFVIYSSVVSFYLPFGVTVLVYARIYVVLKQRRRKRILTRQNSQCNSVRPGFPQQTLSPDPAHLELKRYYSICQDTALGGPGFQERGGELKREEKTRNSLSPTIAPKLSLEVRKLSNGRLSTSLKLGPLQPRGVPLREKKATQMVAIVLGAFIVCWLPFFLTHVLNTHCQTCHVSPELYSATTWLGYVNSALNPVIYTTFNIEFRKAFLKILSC
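Cells plated overnight at 1500 cells/well, then exposed to library compounds with dopamine controls for 90 minutes at 37 degrees C. DiscoveRx reagent added for 30–60 minutes at room temperature; luminescence read, quantitative HTS format.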
PLK1 PBD block = blocks phosphopeptide binding to human PLK1 polo-box domain; P53350; Plk1 PBD binding of FITC phosphopeptide, fluorescence polarization; AID 720504; 2.8% of 360,000 active; Potency, µM, for inactives: max response, negative = inhibition, usual class: inhibitors; also: potency is read from the fitted curve at half-maximal effect; series mostly up to about 57 µM; % is scaled to controls: 0 for no effect and ±100 for the full control effect; nearly all actives have a fitted effect of over 65% in size
PI5P4Ka inh = PI5P4K alpha (human) kinase inhibition; P48426; PI5P4Kalpha enzyme, ADP-Glo luminescence, 60 min; stronger effect = lower value; max response, %; 1.2% of 330,000 active; active = max response of -50% or lower; inconclusive = between -30% and -50%; inactive = -30% or higher; also: value at the top dose of about 77 µM; % is scaled to controls: 0 for no effect and ±100 for the full control effect
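PI5P4Kalpha ADP-Glo assay; 5 microM ATP final; 60 min RT reaction; HEPES pH 7.4/EGTA/CHAPS, 5% DMSO; controls lacking substrate or enzyme; luminescent end-point.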
D3 ag = agonists of human D3 dopamine receptor; D3R DiscoveRx beta-arrestin cells, luminescence, 90 min; max activation, %; 0.58% of 410,000 active; in the data active = max activation above about 30%; also: 0% is about no effect; mostly tested at two doses, the higher about 12 µM
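Cells at 1500/well, incubated overnight, then treated with pinned compounds (dopamine as control) for 90 min at 37 degrees C. DiscoveRx reagent added for 30 - 60 minutes at room temperature; luminescence read.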
IL2 activator = IL-2 activation; 0.065% of 360,000 active; IL-2 activation reporter assay, cell-based qHTS; stimulated with anti-CD3/CD4/CD28 beads; in transgenic mouse T cells; AID 652025; activation, % (series mostly up to about 46 µM); in the data active = activation above about 50%; inconclusive = mostly about 30% to 49%; also: 0% is about no effect
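First, unstimulated transgenic mouse T cells were exposed to compound for 60 min. Next, anti-CD3/anti-CD4-coated beads with anti-CD28 were added. Finally, after 18 h at 37 degrees C, EGFP and DsRed were imaged.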
GLP-1R agonist = activates the human GLP-1 receptor; P43220; HEK293 GLP-1R CRE-luciferase, luminescence, 4-6 h; cells express a hypersensitive GLP-1R form; Potency, µM (series often up to 45.6 µM), for inactives: at the highest dose activation, most hits filed as activators; 0.007% of 380,000 active; AID 624172; also: potency is read from the fitted curve at half-maximal effect; % of control where 0% means no effect
HEK293 tox = cytotoxicity in counter-screen for GLP-1R inverse agonists; HEK293 cAMP-luciferase reporter cells, luminescence, 24 h; Potency, µM (series often up to 38.3 µM), for inactives: top-dose activity change, negative = inhibition, actives largely listed as inhibitors; 0.13% of 410,000 active; AID 624418;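 also: loss of luciferase light is scored as toxicity; potency is read from the fitted curve at half-maximal effect; % is scaled to controls: 0 for no effect and ±100 for the full control effect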
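1536-well qHTS counterscreen of the MLSMR; 200 cells/uL, 12 h pre-incubation, 23 nL cpd, 24 h at 37 deg C 5% CO2, luciferase detection reagent, 12 min RT, luminescence. Inhibition = undesired.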
* = called active by the depositor; ? = inconclusive; · = not tested or not shown; & = joins results of further samples; [ ] = dose if it differs, or a comment. Unless noted, calls follow the shape of the dose curve; as a rule, active = well fitted curve in the direction sought with a large enough effect; inconclusive = small, poorly fitted or top-dose-only effect, or another doubt; inactive = no such curve, though single readings can be large; an effect the other way counts as inactive or inconclusive.

Letter code: A = WRN helicase inh; B = GLP1R inv ag; C = D3 antag; D = PLK1 PBD block; E = PI5P4Ka inh; F = D3 ag; G = IL2 activator; H = GLP-1R agonist; I = HEK293 tox
> N=c1n(CC(=O)c2ccc([N+](=O)[O-])cc2)c2ccccc2n1Cc1ccc(Cl)cc1
  A = 1% | B = 18% | C = -19 | D = 6% | E = -23 | F = -11 | G = 65* | H = -2% | I = 2%

> Cc1cc(Br)cc2c1NC(=O)C2(O)CC(=O)c1ccco1 (configuration not stated)
  A = -1% | B = 5% | C = 7 | D = -16% | E = 1 | F = 2 | G = -0.2 | H = 5% | I = -20%

> COc1cc(CN2CCC(C(=O)N3CCN(c4ccccc4F)CC3)CC2)cc(OC)c1OC
  A = 4% | B = -18% | C = -53* | D = -10% | E = 4 | F = -6 | G = -3.7 | H = -5% | I = 1%

> O=C(c1cccc(F)c1)N1CCN(Cc2ccco2)CC1
  A = -1% | B = -1% | C = 0 | D = -4% | E = 4 | F = -1 | G = 1.8 | H = -8% | I = -2%

> COc1ccc(NC(=O)CCSc2ccc(C)cc2)cc1
  A = -11% | B = -8% | C = 0 | D = -6% | E = 3 | F = 3 | G = 0.0 | H = 9% | I = 11%

> Cc1c(NC(=O)C(C)OC(=O)Cc2ccc(F)cc2)c(=O)n(-c2ccccc2)n1C (configuration not stated)
  A = 0% | B = -2% | C = -1 | D = -8% | E = 9 | F = -3 | G = -2.8 | H = -5% | I = 20%

> CC(C)C(NC(=O)C(NC(=O)C1OC2OC(C)(C)OC2C2OC(C)(C)OC12)C(C)C)C(=O)O (configuration not stated)
  A = -26% | B = -4% | C = -4 | D = -3% | E = -13 | F = 6 | G = -7.4 | H = -1% | I = -2%

> Cc1c2c(nc3c(C(=O)NC4CC4)cnn13)CCCC2
  A = 1% | B = 0% | C = 18 | D = -4% | E = · | F = 11 | G = -2.9 | H = 16% | I = -2%

> CC(C)C[C@H]1CN([C@@H](Cc2ccc(O)cc2)CN2CCC[C@H]2CN2C(=O)C(=O)NC[C@@H]2Cc2ccccc2)C(=O)C(=O)N1CC1CCCCCC1
  A = 2% | B = 23% | C = -8 | D = -8% | E = -6 | F = -5 | G = -0.2 | H = -19% | I = 2%

> CCNS(=O)(=O)c1cc(-c2nnc(OC)c3ccccc23)ccc1C
  A = 3% | B = 35%[activator] | C = -4 | D = 2% | E = 2 | F = 4 | G = 1.0 | H = -2% | I = 2%

> CCOc1ccc(CCNC(=O)CN2C(=O)COc3ccc(S(=O)(=O)N(CC)CC)cc32)cc1
  A = · | B = -25% | C = · | D = · | E = · | F = -12 | G = · | H = -1% | I = 3%

> CCOC(=O)COc1ccc(Br)cc1/C=C/c1[nH]c(=O)[nH]c(=O)c1[N+](=O)[O-]
  A = -6%[11.6 µM] | B = 10µM* | C = -14 | D = -28% | E = -59* | F = 3 | G = -0.3 | H = -6% | I = ?

> CCN(CCn1cccn1)C(=O)CCc1nnc(CCc2ccccc2OC)o1
  A = -5% | B = 9% | C = 5 | D = -13% | E = 1 | F = 4 | G = -2.0 | H = 6% | I = 17%

> COc1ccc(S(=O)(=O)N2CCCCC2)cc1NC(=O)c1cccc(S(=O)(=O)N2CCOCC2)c1
  A = 1% | B = -1% | C = 15 | D = -3% | E = 5 | F = -19 | G = -0.4 | H = 3% | I = -28%

> Cc1ccccc1CSCC(=O)NNC(=S)NCC1CCCO1 (configuration not stated)
  A = -25% | B = -1% | C = 3 | D = -8% | E = -3 | F = 1 | G = -0.4 | H = -6% | I = 29%

> COc1ccc(OC)c(C(=O)COC(=O)c2[nH]c(C)c(C(C)=O)c2C)c1
  A = -1% | B = 42%[activator] | C = 26 | D = -3% | E = 5 | F = 3 | G = -0.1 | H = 28% | I = 13%

> O=C(CCSCCc1ccccn1)Nc1cc(F)ccc1F
  A = -6% | B = 2%&-7% | C = 24 | D = -2% | E = 2 | F = 8&3 | G = 0.0 | H = 0% | I = -8%&-10%

> Cc1cc(Cl)n2c(nc3cc(F)c(F)cc32)c1C#N
  A = -11%[11.6 µM] | B = -3%[0.307 µM] | C = ? | D = ? | E = 1 | F = -13 | G = -0.9 | H = -32%[inhibitor] | I = 6%[0.307 µM]

> COc1ccc(S(=O)(=O)Nc2c(C)nn(C)c2C)cc1Br
  A = -4% | B = -3% | C = 21 | D = -1% | E = -3 | F = -2 | G = 0.7 | H = -4% | I = 2%

> COCCCNC(=O)c1ccc(Cn2c(=O)c3ccccc3n(CC(=O)Nc3ccc(C)cc3C)c2=O)cc1
  A = · | B = -18% | C = · | D = · | E = · | F = -17 | G = · | H = -1% | I = -5%

> NC(=O)c1coc(-c2ccccc2)n1
  A = 5% | B = 12% | C = -4 | D = -15% | E = -11 | F = -2 | G = -0.7 | H = -1% | I = 4%

> Cc1ccc(NC(=S)N/N=C/c2c(C)[nH]c3ccccc23)cc1
  A = -6% | B = ? | C = -3 | D = 0% | E = 4 | F = -7 | G = -0.4 | H = 15% | I = ?

> CCc1cccc(NC(=O)CCNS(=O)(=O)c2ccc3c(c2)oc(=O)n3C)c1
  A = 2% | B = 11% | C = 15 | D = 4% | E = 0 | F = 2 | G = -1.5 | H = -1% | I = 4%

> FC(F)(F)c1cc(CO[C@@H]2CCCN[C@@H]2c2ccccc2)cc(C(F)(F)F)c1
  A = 0% | B = ? | C = 33 | D = -16% | E = 5 | F = -23 | G = -0.8 | H = 1% | I = 1%

> CN1CCN(C(=S)NCCc2ccccc2)CC1
  A = 2% | B = -1% | C = -87* | D = -2% | E = · | F = -16 | G = -1.4 | H = -2% | I = 4%

Reformatted as labelled records: two of the compounds above.
NC(=O)c1coc(-c2ccccc2)n1
  WRN helicase inh: 5%
  GLP1R inv ag: 12%
  D3 antag: -4
  PLK1 PBD block: -15%
  PI5P4Ka inh: -11
  D3 ag: -2
  IL2 activator: -0.7
  GLP-1R agonist: -1%
  HEK293 tox: 4%
CCOc1ccc(CCNC(=O)CN2C(=O)COc3ccc(S(=O)(=O)N(CC)CC)cc32)cc1
  WRN helicase inh: ·
  GLP1R inv ag: -25%
  D3 antag: ·
  PLK1 PBD block: ·
  PI5P4Ka inh: ·
  D3 ag: -12
  IL2 activator: ·
  GLP-1R agonist: -1%
  HEK293 tox: 3%

(next part)
Letter code: A = WRN helicase inh; B = GLP1R inv ag; C = D3 antag; D = PLK1 PBD block; E = PI5P4Ka inh; F = D3 ag; G = IL2 activator; H = GLP-1R agonist; I = HEK293 tox
> CCOC(=O)C1=C(C)NC(C)=C(C(=O)OCC)C1C(=O)OCC(=O)NC1(C#N)CCCCC1
  A = -9% | B = ? | C = -20 | D = -2% | E = 1 | F = 4 | G = -0.3 | H = 7% | I = -28%

> CCCCn1nc(C(=O)NCC2COc3ccccc3O2)c2ccccc2c1=O (configuration not stated)
  A = -9% | B = ? | C = 30 | D = 2% | E = 5 | F = 5 | G = 0.3 | H = 31% | I = 3%

> COc1ccc(-n2c(CNC(=O)COc3ccc(Cl)cc3)n[nH]c2=S)cc1
  A = -7% | B = 24% | C = -8 | D = -24% | E = 6 | F = -1 | G = 1.0 | H = 3% | I = -6%

> N#Cc1ccccc1NC(=O)COC(=O)C1CCN(C(=O)c2ccc(Cl)cc2)CC1
  A = 0% | B = 6% | C = 2 | D = -5% | E = 0 | F = 1 | G = 0.6 | H = 9% | I = -3%

> COc1cc(C=NNC(=O)c2cccnc2)ccc1OC(=O)c1ccccc1F
  A = -15% | B = -8% | C = 18 | D = 0% | E = 0 | F = 5 | G = -1.7 | H = -3% | I = 7%

> Cc1cc(C)cc(NC(=O)COC(=O)c2n[nH]c3ccccc23)c1
  A = -7% | B = -14% | C = -11 | D = -16% | E = -2 | F = 1 | G = -1.7 | H = 9% | I = 10%

> NC(=O)C1CC(=O)N(c2ccc(OCc3ccc(Cl)cc3)cc2)C1 (configuration not stated)
  A = 2% | B = -10% | C = -1 | D = 6µM* | E = -19 | F = 4 | G = -0.6 | H = -3% | I = 2%

> Cc1cccc(NC(=O)COC(=O)c2ccc(C)c(S(=O)(=O)N3CCCCC3)c2)c1
  A = -6% | B = ? | C = -10 | D = 2% | E = -5 | F = -1 | G = -0.7 | H = -2% | I = 2%

> Cc1c(N=C2C(=O)Nc3ccccc32)c(=O)n(-c2ccccc2)n1C
  A = -11% | B = 6% | C = 19 | D = -15% | E = -7 | F = -5 | G = 3.6 | H = -3% | I = -1%

> CC(=O)Oc1ccc2c(=O)oc(-c3ccccc3C)nc2c1
  A = -13% | B = 8% | C = -2 | D = -12% | E = -4 | F = 5 | G = -0.8 | H = -6% | I = 0%

> Cc1ccc(N2CCN(/N=C/c3cccs3)CC2)cc1
  A = -6% | B = 3% | C = 11 | D = -19% | E = · | F = 7 | G = 0.5 | H = -15% | I = 7%

> COc1cccc(C(=O)NN2c3ccccc3CCc3ccccc32)c1
  A = 10% | B = 14% | C = -7 | D = -8% | E = 5 | F = -3 | G = -5.2 | H = -7% | I = 12%

> COc1ccc(-c2ccc(N3C(c4ccsc4)=Cc4ccc(F)cc4C3c3c[nH]c4ccccc34)cc2)cc1 (configuration not stated)
  A = 4% | B = 2% | C = -14 | D = -1% | E = 1 | F = 2 | G = 0.0 | H = -2% | I = -1%

> Cc1ccc(-n2cc(C(=O)c3ccc4ccccc4c3O)cn2)cc1
  A = -6% | B = 6% | C = 14 | D = 2% | E = 4 | F = 1 | G = 1.2 | H = -10% | I = 13%

> COc1ccccc1/C=N/NC(=O)c1cccc(OC(F)(F)C(F)F)c1
  A = -2% | B = -10% | C = ? | D = -2% | E = 5 | F = 3 | G = 1.4 | H = -4% | I = -4%

As entered above.
COc1ccc(-c2ccc(N3C(c4ccsc4)=Cc4ccc(F)cc4C3c3c[nH]c4ccccc34)cc2)cc1 (configuration not stated) in WRN helicase inh is listed with 4%
Cc1c(N=C2C(=O)Nc3ccccc32)c(=O)n(-c2ccccc2)n1C in HEK293 tox is listed with -1%
N#Cc1ccccc1NC(=O)COC(=O)C1CCN(C(=O)c2ccc(Cl)cc2)CC1 in PLK1 PBD block is listed with -5%
COCCCNC(=O)c1ccc(Cn2c(=O)c3ccccc3n(CC(=O)Nc3ccc(C)cc3C)c2=O)cc1 in GLP1R inv ag is listed with -18%
